High-throughput results from PubChem BioAssay.
Siah-1 displacement – Siah-1 peptide-binding antagonists, primary screen, biochemical, fluorescence polarization, rhodamine-plectin, uHTS (AID 1817). one-dose displacement, % at 20 µM; IC50 in µM for titrated hits. Siah-1 / rhodamine-plectin peptide fluorescence polarization; higher % means a stronger effect. E3 ubiquitin-protein ligase SIAH1 (Homo sapiens). 290,000 tested, 0.02% active;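 active = displacement of at least 50% at 20 µM, with a fluorescence ratio check between 0.3 and a set limit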;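 also: plate controls were Siah plus tracer with DMSO for no effect and tracer alone without Siah for full effect; strong numbers were not always called active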
human PMI inhibitors – human PMI inhibitors, high substrate, primary screen, biochemical, fluorescence intensity, high mannose 6-phosphate (AID 1220); recombinant PMI enzyme, coupled fluorescence intensity; higher % means a stronger effect; one-dose inhibition, % at 20 µM; IC50 in µM for titrated hits; 190,000 tested, 0.66% active
AID2073 – inhibitors of Mint1-CaV2.2 protein interaction, biochemical, HTRF (AID 2073). Voltage-dependent N-type calcium channel subunit alpha-1B (Homo sapiens). HTRF protein-protein interaction, Mint1-CaV2.2; higher % means a stronger effect. one-dose inhibition, % at 20 µM; IC50 in µM for titrated hits. 290,000 tested, 0.19% active; in the data active = inhibition mostly above about 51%, no sharp cut-off; inconclusive = no clear call, values can overlap the other calls; inactive = mostly below about 53%; also: some results filed as inactive read as strong as hits
M1AAP inhibition – P. falciparum M1AAP inhibitors, biochemical, fluorogenic H-Leu-NHMec substrate, 1536-well (AID 1445); 220,000 tested, 0.42% active; inhibition, % at 30 µM, or IC50 in µM where a hit was titrated; recombinant M1AAP, H-Leu-NHMec fluorogenic kinetic assay; higher % means a stronger effect;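 active = primary inhibition above the hit cutoff, then over 50% inhibition at one or more dose response concentrations, cut at about 23% in these data, passing the limit was not always enough; inconclusive = conflicting primary data, or primary hits not chosen for dose response; inactive = low primary inhibition, or under 50% at every dose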;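 also: plate controls were DMSO full reaction for no effect and no enzyme background for full effect; strong numbers were not always called active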
M17LAP inhibition – P. falciparum M17LAP inhibitors, primary screen, biochemical, fluorogenic H-Leu-NHMec substrate, 1536-well (AID 1619); Leucine aminopeptidase (Plasmodium falciparum (isolate 3D7)); recombinant M17LAP, H-Leu-NHMec fluorogenic kinetic assay; higher % means a stronger effect; inhibition, % at 30 µM, or IC50 in µM where a hit was titrated; 220,000 tested, 0.38% active;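 active = compound inhibiting the enzyme by more than half at any dose during confirmatory dose-response retesting; inconclusive = strong single-dose inhibitors picked by rank but not retested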;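 also: plate controls were full reaction with DMSO carrier for no effect and no enzyme background for full effect; strong numbers were not always called active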
Dynein transport – inhibitors of GR-EGFP nuclear translocation, primary screen, dynein cargo transport inhibitor project, imaging, high-content, 3617.4 mouse cells | test concentration mostly 20 µM; stimulated with dexamethasone, 1 µM; stronger effect = lower value | z-score, hits read low | 220,000 tested, 0.47% active | AID 1381, 2008;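 active = plate z-score of nuclear minus cytoplasmic receptor signal below a set negative limit, without overly bright fluorescence or cell loss, cut at about -3.5 in these data, passing the limit was not always enough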;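 also: z-score of nuclear minus cytoplasmic ring GR-EGFP intensity difference per well; some compounds called inactive have numbers as strong as hits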
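Buffer or medium – tet-free medium with charcoal-stripped serum · Signal – automated 10x imaging of fixed Hoechst-stained cells · Also added – dexamethasone agonist, 1.0 µM final, for 30 min · Incubation – induction 48 h, compound 1 h, agonist 30 min · Read-out – GR-EGFP nuclear translocation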
XIAP displacement – XIAP antagonists, biochemical, IAP family, fluorescence polarization (AID 1018). E3 ubiquitin-protein ligase XIAP (Homo sapiens). XIAP BIR domain, fluorescence polarization peptide displacement; higher % means a stronger effect. one-dose displacement, % at 20 µM; IC50 in µM for titrated hits. 200,000 tested, 0.007% active; in the data active = displacement above about 50%; also: a part of the inactive calls stands beside numbers as strong as those of hits
LYP phosphatase – inhibitors of LYP phosphatase, biochemical, fluorescence intensity, uHTS (AID 1779); inhibition, % at 11.5 µM, or IC50 in µM where a hit was titrated; Tyrosine-protein phosphatase non-receptor type 22 (Homo sapiens); recombinant LYP phosphatase, fluorescence intensity; higher % means a stronger effect; 290,000 tested, 0.054% active;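 also: plate controls were vehicle with enzyme for no effect and no enzyme for full effect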
PMI inhibitors – inhibitors of human PMI, primary screen, biochemical, fluorescence intensity, coupled assay (AID 1209); purified PMI enzyme, coupled fluorescence intensity; higher % means a stronger effect; 190,000 tested, 0.42% active; Mannose-6-phosphate isomerase (Homo sapiens); one-dose inhibition, % at 20 µM; IC50 in µM for titrated hits;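 also: plate controls were DMSO vehicle for no effect and wells lacking substrate for full effect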
Dynein transport cytoplasmic EGFP – recorded beside Dynein transport, whose call it bears; z-score; measured here: cytoplasmic GR-EGFP intensity; stronger effect = higher value
Dynein transport nuclear GR-EGFP – second read-out of Dynein transport, no call of its own (marks repeat the call); z-score; measured here: nuclear GR-EGFP intensity;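 lower value marks the stronger effect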
Dynein transport cell count – further read-out of Dynein transport, marked with its call; z-score; measured here: cell count per field
* hit, by the source's call; ? = inconclusive; · = no result given. Rule as the data show it, unless noted: active = inhibition above about 50%; inactive = the rest.

SMILES	Siah-1 displacement	human PMI inhibitors	AID2073	M1AAP inhibition	M17LAP inhibition	Dynein transport	Dynein transport cytoplasmic EGFP	Dynein transport nuclear GR-EGFP	Dynein transport cell count	XIAP displacement	LYP phosphatase	PMI inhibitors
Cc1cccc(Nc2nc(N)c([N+](=O)[O-])c(NCc3ccco3)n2)c1	5%	18%	0%	13%	2%	-0.52	-0.33	-0.52	0.5	-8.6%	5%	21%
N#C/C(=N\Nc1ccccc1F)c1nc(-c2ccccc2)cs1	-5%	-12%	4%	4%	3%	-1.4	3.3	-0.38	1.1	-4.1%	-7%	-12%
COCCn1c(SCc2cc(=O)n3ccsc3n2)nnc1-c1ccncc1	5%	-13%	4%	1%	23%	-0.8	-0.27	-0.6	1	-1.1%	1%	-19%
CCC(C)Nc1nc(C)nc2c1oc1ccccc12 (stereo unspecified)	-2%	·	4%	4%	-10%	-1.3	-0.29	-0.61	1.6	·	-4%	·
CNC(=S)N/N=C/c1ccc(OCc2ccccc2)c(Br)c1	4%	-3%	3%	7%	-10%	-1.2	-0.28	-0.82	0.64	-0.2%	-3%	-1%
Cc1cccc(Cc2nnc(CCC(=O)NCc3ccncc3C)o2)c1	6%	0%	?	5%	16%	0.52	-0.16	-0.04	0.6	-5.1%	-4%	-2%
CSc1nncc(=O)[nH]1	0%	0%	-5%	10%	6%	0.06	0.3	0.48	-0.071	-4.6%	-10%	4%
COc1ccc(-c2[nH]c(-c3ccc(Cl)cc3)nc2SCC(=O)Nc2nccs2)cc1	-5%	14%	-15%	0%	-3%	0.2	-0.094	1.1	-0.56	-5.1%	0%	15%
COc1cccc(-c2cc3nc(-c4ccccc4)cc(N4CCC5(CC4)OCCO5)n3n2)c1	0%	9%	33%	14%	-3%	-0.42	-0.14	-0.12	-0.25	-5.7%	-2%	15%
COCCOC(=O)C1=C(C)NC2=C(C(=O)CCC2)C1c1ccc(N(C)C)cc1 (stereo unspecified)	1%	16%	8%	·	·	0.44	0.86	0.34	0.18	-18%	1%	-9%
CC(=O)C1=C(O)C(=O)N(CCCN2CCOCC2)C1c1ccccc1[N+](=O)[O-] (stereo unspecified)	6%	·	-15%	3%	3%	-0.42	-0.78	-0.54	-0.17	·	-1%	·
COc1ccc(CNCC(=O)Nc2cccc(S(N)(=O)=O)c2)cc1	3%	-14%	-1%	0%	-1%	1.1	-0.31	0.78	-0.68	-9.0%	0%	-12%
Fc1ccccc1COc1cccc(/C=N/n2cnnc2)c1	7%	-5%	6%	2%	3%	3.5	-0.095	1.6	-1.7	-12%	-10%	-4%
CC(=O)N/N=C(\C)CC(=O)Nc1ccc2c(c1)OCCO2	2%	11%	7%	-1%	29%	1.5	-0.17	0.31	-0.95	-6.7%	-8%	7%
COc1ccc(OC)c(CNn2c(-c3ccccc3F)nc3ccccc3c2=O)c1	-6%	3%	0%	-2%	-8%	0.28	-0.34	-0.1	0.92	-1.0%	-2%	7%
Cc1ccc(S(=O)(=O)c2c(C)nn(C(C)(C)C)c2OC(=O)CC(C)C)cc1	20%	11%	0%	-1%	-1%	-1.2	-0.26	-0.2	0.93	-4.0%	1%	5%
O=P1(O)C=C(c2ccccc2)OC(c2ccccc2)=C1	-3%	-22%	9%	6%	15%	-0.85	2.4	0.69	-0.44	-4.5%	-8%	-7%
C/C(=N\NC(=O)c1c(Br)cnn1C)c1ccc(NC(=O)c2ccc(F)cc2)cc1	3%	-7%	49%	-1%	2%	1.6	-0.31	0.57	-0.41	-5.1%	-6%	1%
O=C(N=C1SCC(=O)N1c1ccccc1Cl)c1ccco1	-3%	1%	15%	7%	9%	0.04	-0.17	-0.0033	0.24	-4.1%	3%	1%
C/C(=N\NC(=O)CNc1cccc(C(F)(F)F)c1)c1cccs1	-3%	20%	-1%	3%	8%	0.5	-0.08	0.32	-0.36	-6.9%	2%	13%
Cc1cc(C)c(C#N)c(Sc2ccccc2N)n1	21%	-83%	17%	10%	10%	-0.029	-0.38	-0.1	0.32	1.9%	0%	-4%
O=C(CCC(=O)OC(C(=O)c1ccccc1)c1ccccc1)Nc1ccccc1 (stereo unspecified)	-1%	-12%	6%	-1%	-11%	-0.86	1.1	-0.056	0.76	-6.3%	-2%	-12%
O=C(O)CSC1c2ccccc2C(=O)N1c1ccccc1 (stereo unspecified)	4%	7%	-4%	5%	13%	-1.3	-0.2	-0.88	1.2	-0.6%	-6%	6%
Cc1cc(Cl)ccc1Oc1ncnc2onc(C)c12	-1%	-5%	-7%	3%	4%	0.78	-0.34	1.1	-0.76	-5.2%	0%	-3%
CC(C)Cn1c(=O)c(C(=O)NCc2ccccn2)c(O)c2ccccc21	-5%	-6%	43%	-4%	-5%	1	-0.27	1.1	-0.31	-1.9%	-2%	-3%
Cc1ccccc1N1C(=O)C(Oc2ccc(Cl)cc2)C1CNC(C)(C)C (stereo unspecified)	-2%	-6%	-1%	2%	2%	0.25	-0.15	0.018	-0.18	-0.5%	-6%	13%
O=C(c1ccc(-c2ccccc2)cc1)N1CCCC1	8%	10%	1%	7%	2%	-0.56	-0.34	-0.29	0.02	-8.1%	-5%	0%
O=C1CCC(C(=O)OCC(=O)c2ccccc2)N1 (stereo unspecified)	7%	-1%	3%	0%	-5%	1.3	-0.049	1.3	-1.9	-6.8%	-2%	-2%
CCC(CC)NC(=O)c1ccc2c(c1)OCCO2	0%	-2%	1%	14%	1%	-0.33	0.11	0.14	0.61	-10%	1%	-2%
O=C(Nc1ccc(Br)cc1F)c1ccc2c(c1)N(Cc1ccccc1)C(=O)CS2=O (stereo unspecified)	1%	-2%	3%	8%	-12%	-0.014	-0.057	0.35	-0.94	-16%	-4%	5%
O=C(CN1C(=O)c2cccc3cccc1c23)NCc1cccnc1	0%	-4%	19%	2%	-9%	1.2	0.48	1.4	-0.28	-4.8%	-6%	-5%
CCOC(=O)N1CCN(C(=O)C(CC(C)C)NS(=O)(=O)c2ccc3c(c2)oc(=O)n3C)CC1 (stereo unspecified)	1%	-12%	8%	3%	2%	2	0.61	1	-1.8	-7.5%	-5%	-4%
O=C(CSc1n[nH]c(=O)n1Cc1ccco1)Nc1ccccc1	5%	·	1%	0%	0%	0.14	-0.3	-0.031	0.95	·	-5%	·
O=C(CSc1nnc(-c2cccnc2)s1)Nc1cccc(C(=O)O)c1	-4%	-11%	5%	3%	0%	-0.23	-0.24	0.044	0.18	-4.3%	-4%	-1%
COc1ccc(C2(CNC(=O)C(c3ccccc3)c3ccccc3)CCOCC2)cc1OC	1%	5%	2%	-6%	1%	-0.32	-0.25	-0.09	1.2	-8.7%	5%	-2%
COc1ccccc1NC(=O)C1=C(C)Nc2nc(-c3cccs3)nn2C1c1cccc(O)c1 (stereo unspecified)	1%	2%	-4%	4%	-2%	2.1	-0.13	1.2	-1.4	-0.2%	3%	6%
C=C(C)C(=O)N1CC2(CC(c3cccc(NC(=O)CC(c4ccccc4)c4ccccc4)c3)=NO2)C[C@H]1C(N)=O (stereo partly specified)	-6%	·	23%	0%	-11%	0.47	-0.68	0.37	-0.47	·	-3%	·
O=C(N/N=C\c1cccc(Cl)c1)c1ccc(Cn2cc(Br)c([N+](=O)[O-])n2)o1	-7%	2%	14%	3%	-7%	-0.29	-0.33	-0.47	0.71	-4.0%	0%	14%
CCCc1cc(=O)oc2cc(Oc3ncccn3)ccc12	-2%	-6%	8%	10%	-23%	-0.18	-0.34	0.064	0.092	-8.1%	-2%	0%
O=C(O)CN1C(=O)C2C3CC(C2C1=O)C1C(c2ccc(F)cc2)c2sc(=O)[nH]c2SC31 (stereo unspecified)	2%	-16%	26%	7%	10%	0.34	-0.27	0.2	0.39	-10%	1%	10%
COc1cc(/C=C/C(=O)OCC(=O)Nc2c(C)n(C)n(-c3ccccc3)c2=O)ccc1OCC#N	9%	3%	12%	1%	-2%	0.37	-0.063	0.39	-0.37	-3.2%	-2%	4%
COc1ccc(-c2[nH]ncc2CN2CCN(c3ccccn3)CC2)c(OC)c1	11%	2%	-5%	·	·	-0.13	-0.3	0.31	0.77	-6.2%	-8%	3%
CCOc1ccc(NC(=O)NCCCSC2CCCCC2)cc1	-3%	-2%	-8%	-3%	6%	0.23	0.066	-0.75	0.014	-9.2%	-9%	1%
CC(=O)c1ccc(NC(=O)Nc2ccc(Br)cc2C)cc1	8%	0%	12%	5%	2%	-0.53	-0.37	-0.25	0.3	-4.5%	-2%	-1%
O=C(NC(=S)N1CCCc2ccccc21)c1ccc(Br)cc1	-5%	-16%	0%	2%	-1%	-0.36	-0.26	-0.2	0.027	-1.8%	-2%	17%
COc1cccc(NC(=O)C(=O)NCCc2ccc(F)cc2)c1	3%	·	14%	0%	-5%	0.4	-0.28	0.14	-0.33	·	-4%	·
Cc1ccccc1CSc1nsc(N)n1	-1%	-6%	11%	5%	6%	0.49	-0.13	-0.033	-0.08	-3.9%	-3%	-8%
[O-]/C(=C(\C(=S)NCc1ccccc1)[n+]1ccccc1)c1ccc(Cl)cc1	0%	17%	11%	6%	11%	0.29	-0.33	-0.48	1.1	-3.9%	-4%	-18%
COCCCn1ccc(O)c(Cc2ccc(F)cc2)c1=O	4%	-8%	11%	1%	4%	-0.62	-0.13	-0.14	0.53	-4.0%	-4%	-2%
COC(=O)c1cc([N+](=O)[O-])ccc1N1CCN(Cc2ccccc2)CC1	-1%	10%	2%	4%	12%	-0.87	-0.31	-0.88	1.2	-1.9%	-3%	4%

An excerpt from above with just PMI inhibitors:
SMILES | PMI inhibitors
O=C(NC(=S)N1CCCc2ccccc21)c1ccc(Br)cc1 | 17%
[O-]/C(=C(\C(=S)NCc1ccccc1)[n+]1ccccc1)c1ccc(Cl)cc1 | -18%
